Screening data as filed in PubChem.
SKKanGAS inh: S. pyogenes SKKanGAS growth inhibitors in kanamycin, primary screen, streptokinase expression inhibitor project, SKKanGAS strain, BacTiter-Glo luminescence; 6 h; inhibition, % at 7.5 µM; hit rate 1.3% among 300,000; AID 1662, 2009;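 active means mean replicate score, as percent of positive control median, at least 50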;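 further: strain carries kanamycin resistance gene driven by streptokinase promoter and grows in 40 µg/ml kanamycin; loss of luminescence reflects streptokinase promoter inhibition or plain growth inhibition; 0% = median of DMSO wells and 100% = positive control at its reference dose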
MrgX1 agonist: agonists of human MrgX1 receptor, primary screen, HEK293 cells, Fluo-4 calcium flux; hit rate 0.44% among 310,000; Mas-related G-protein coupled receptor member X1 (Homo sapiens), Q96LB2; Fluo-4 calcium fluorescence, agonist mode; active compounds read high; B-score at 10 µM; AID 588627, 2011;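 active means calcium response B-score plate-corrected fluorescence ratio at least 3 library SD, with starting fluorescence B-score inside 5 SD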
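Test system: HEK293 cells stably expressing human MrgX1 receptor; amount: 15,000 cells per well; doses: compound delivered in addition one of three; times: overnight plating before 1 h dye loading; detection: Fluo-4 NW calcium-flux fluorescence, kinetic read; read-out basis: B-scored fluorescence response ratio; controls: positive and negative controls per plate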
MrgX1 antagonist: antagonists of human MrgX1 receptor, primary screen, HEK293 cells, Fluo-4 calcium flux | Mas-related G-protein coupled receptor member X1 (Homo sapiens), Q96LB2 | BAM8-22 antagonism; active compounds read low | B-score at 10 µM | hit rate 1.3% among 310,000 | AID 588676, 2011;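 active means calcium-response B-score plate-corrected more than 3 library SD below zero, starting fluorescence within 5 deviations, no agonist response on first addition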;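 further: peak minus trough fluorescence over baseline after final BAM8-22 challenge near maximal dose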
TRPC6 inh: mouse TRPC6 channel inhibitors, primary screen, cell-based, HEK293, membrane potential dye. Short transient receptor potential channel 6 (Mus musculus), Q61143. AID 2553, 2010. ACh-evoked depolarization; active compounds read low. B-score at 10 µM. hit rate 1.1% among 310,000;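 active means B-score under library mean minus 3 SD, initial fluorescence not abnormally high, positive integrated signal ratio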;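 further: B-score derived from integrated fluorescence ratio over the kinetic read; more negative B-score means stronger inhibition of depolarization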
RGS4 block: RGS4 inhibitors, primary screen, cell-based, HEK293 M3R inducible RGS4, calcium flux. hit rate 0.45% among 310,000. B-score at 10 µM. Fluo-4 calcium flux; active compounds read high; triggered by carbachol at its EC20;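 active means B-score, a plate-corrected calcium signal, over three deviations above library mean, with baseline fluorescence within five deviations of library mean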;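 further: RGS4 expression induced by doxycycline in cells with stable M3 receptor; B-score is computed from the integrated fluorescence ratio over baseline after carbachol; higher B-score means a larger calcium signal and so more RGS4 inhibition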
TRPC6 act: mouse TRPC6 channel activators, primary screen, cell-based, HEK293, membrane potential dye; B-score at 10 µM; HEK293-TRPC6 membrane potential dye fluorescence; active compounds read high; AID 2550, 2010; hit rate 0.13% among 310,000;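 active means B-score of the integrated fluorescence ratio above library mean plus 3 SD, and starting fluorescence ratio within library mean plus 5 SD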;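 further: higher score means more depolarization so channel activation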
TRPC4 block: inhibitors of mouse TRPC4 channel, primary screen, Fluo4 calcium, HEK293 TRPC4beta/mu-opioid cells | DAMGO-evoked Fluo4 calcium flux; active compounds read low | AID 2247, 2010 | B-score at 10 µM | Short transient receptor potential channel 4 (Mus musculus), Q9QUQ5 | hit rate 0.39% among 300,000;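 active means B-score over 3 SD under the library average, no early fluorescence shift, positive overall ratio signal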
Target sequence (Q9QUQ5 whole entry, looked up): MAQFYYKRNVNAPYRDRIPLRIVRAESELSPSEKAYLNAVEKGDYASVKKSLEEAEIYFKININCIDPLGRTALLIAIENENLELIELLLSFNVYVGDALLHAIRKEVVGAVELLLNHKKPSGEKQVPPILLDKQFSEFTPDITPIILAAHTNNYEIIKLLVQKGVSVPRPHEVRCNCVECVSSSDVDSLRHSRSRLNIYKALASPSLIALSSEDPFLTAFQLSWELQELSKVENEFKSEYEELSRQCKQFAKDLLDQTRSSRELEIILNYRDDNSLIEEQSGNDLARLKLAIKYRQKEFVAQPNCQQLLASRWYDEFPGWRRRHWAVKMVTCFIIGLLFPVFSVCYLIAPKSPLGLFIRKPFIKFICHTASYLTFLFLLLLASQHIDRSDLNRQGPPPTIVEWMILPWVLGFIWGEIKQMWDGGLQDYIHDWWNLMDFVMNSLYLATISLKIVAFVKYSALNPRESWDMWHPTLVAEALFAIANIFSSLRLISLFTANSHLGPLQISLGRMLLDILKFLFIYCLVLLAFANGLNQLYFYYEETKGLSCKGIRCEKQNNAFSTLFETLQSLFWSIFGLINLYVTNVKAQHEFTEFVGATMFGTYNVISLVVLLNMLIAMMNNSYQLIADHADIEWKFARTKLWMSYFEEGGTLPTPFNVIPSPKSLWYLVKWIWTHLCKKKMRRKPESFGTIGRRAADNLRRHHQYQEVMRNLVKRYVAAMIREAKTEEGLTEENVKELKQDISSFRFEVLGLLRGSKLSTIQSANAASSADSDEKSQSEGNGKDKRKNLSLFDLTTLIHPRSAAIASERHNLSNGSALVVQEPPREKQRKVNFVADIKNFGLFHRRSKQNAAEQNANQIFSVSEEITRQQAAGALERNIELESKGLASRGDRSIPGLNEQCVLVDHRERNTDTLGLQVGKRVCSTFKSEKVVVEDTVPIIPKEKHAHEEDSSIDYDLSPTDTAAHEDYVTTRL
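Assay system: HEK293 cells with stable TRPC4beta plus mu-opioid receptor expression; Probe or stimulus: DAMGO in two steps, submaximal then maximal; Dosing: single-point compound dosing; Measured by: Fluo4 calcium-dye fluorescence, kinetic read; Read-out basis: B score from integrated Fluo4 fluorescence ratio.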
HIF activator: HIF pathway transcriptional activators, primary screen, cell-based, U2OS HRE-luciferase, luminescence. U2OS HRE-luciferase reporter; normalized: DMSO 0%, desferrioxamine 100%. activation, % at 7.5 µM (by protocol). hit rate 0.32% among 300,000. AID 1910, 2009;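 active means mean activation of at least 10% of the iron chelator positive control signal, with at least half of replicates also reaching 10%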
RGS4 pot: RGS4 potentiators or activators, primary screen, cell-based, HEK293 M3R inducible RGS4, calcium flux | carbachol calcium flux Fluo4; active compounds read low | B-score at 10 µM | hit rate 0.92% among 310,000;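 active means B-score of the integrated calcium signal more than 4 SD below the library mean, with starting fluorescence not abnormally high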;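 further: negative B-score means reduced calcium response which marks RGS4 activation or potentiation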
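Detection: kinetic calcium fluorescence imaging with Fluo4-AM dye, 2 µM / Material: HEK293 cells with stable M3R and inducible RGS4 / Schedule: recording 10 s baseline at 1 Hz, 100 s post-agonist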
Platelet DG rel: inhibitors of platelet dense granule secretion, primary screen, cell-based, MLPCN, human platelets; human platelet-rich plasma, SFLLRN dense granule ATP release, luminescence; inhibition, %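 (compounds screened at 7.5 µM in platelet-rich plasma)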; hit rate 0.22% among 300,000; AID 1663, 2009;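 active means mean replicate score, as percent of positive control, at or above 50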
MrgX1 allo act: positive allosteric modulators of MrgX1, primary screen, HEK293 cells, Fluo-4 calcium flux; Mas-related G-protein coupled receptor member X1 (Homo sapiens), Q96LB2; FDSS; active compounds read high; B-score at 10 µM; hit rate 0.63% among 310,000; AID 588675, 2011;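 active means plate-corrected calcium response at least 3 library SD above typical, normal starting fluorescence, not activating the receptor alone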;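 further: compound read alongside a low EC10 to EC30 dose of BAM8-22 agonist; peak minus trough fluorescence over baseline measured at the second addition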
* hit, by the source's call; i = inactive; nt = not tested or not shown.

SMILES	SKKanGAS inh	MrgX1 agonist	MrgX1 antagonist	TRPC6 inh	RGS4 block	TRPC6 act	TRPC4 block	HIF activator	RGS4 pot	Platelet DG rel	MrgX1 allo act
CCS(=O)(=O)c1nc(S(=O)(=O)c2ccc(C)cc2)c(N2CC(C)OC(C)C2)s1 (centres undefined)	6	i	i	i	i	i	i	3.1	i	0	i
CNS(=O)(=O)c1ccc(C(C)(C)C)cc1	2	i	i	i	i	i	i	0.3	i	-1	i
CCOC(=O)c1c(NC(=O)c2cccnc2Cl)sc(C(=O)N(C)C)c1C	-7	i	i	i	i	i	i	-0.5	i	-11	i
CC(C(=O)NCc1ccccc1Cl)N1C(=O)c2ccccc2C1=O (centres undefined)	7	i	i	i	i	i	i	0.8	i	-1	i
Cc1ccc(C2C3=C(CCCC3=O)Nc3nc(SCC(=O)NCc4ccco4)[nH]c(=O)c32)cc1 (centres undefined)	6	i	i	i	i	i	i	-0.5	i	-4	i
CC(=O)C1=C(C)Nc2ncnn2C1c1ccc(F)cc1 (centres undefined)	-1	i	i	i	i	i	i	-0.2	i	-2	i
Cc1cccc(-n2nnc(C(=O)N3CCc4ccccc4C3)c2N)c1	11	i	i	i	i	i	i	2.2	i	-2	i
Cn1c(CCc2nc3ccccc3[nH]2)nnc1SCC#N	8	i	i	i	i	i	i	0.0	i	-1	i
CCCn1nc(C(=O)Nc2cccc(C(=O)OC)c2)c2ccccc2c1=O	-13	i	i	i	i	i	i	-0.1	i	2	i
COC(=O)NN=C1CCC(c2ccccc2)CC1 (centres undefined)	nt	i	i	i	i	i	i	nt	i	nt	i
COc1ccc(S(=O)(=O)N2CCN(C3CCN(Cc4ccccc4)CC3)CC2)cc1	3	i	i	i	i	i	i	-0.4	i	6	i
Cc1cccc(N2C(=O)CC(c3ccc(F)cc3)C3=C2COC3=O)c1 (centres undefined)	3	i	i	i	i	i	i	-0.1	i	11	i
Cc1ccc([N+](=O)[O-])cc1-c1ccc(/C=N/NC(=O)CN2CCOCC2)o1	0	i	i	i	i	i	i	0.0	i	6	i
Cc1occc1C(=O)Nc1sc2c(c1C(N)=O)CCC(C(C)(C)C)C2 (centres undefined)	10	i	i	i	i	i	i	1.2	i	17	i
Cc1ccc(C(=O)Nc2ccc3c(c2)OCO3)cc1S(=O)(=O)N1CCOCC1	-8	i	i	i	i	i	i	1.4	i	23	i
O=C(O)c1cc(S(=O)(=O)Nc2cccc3ccccc23)c(Cl)cc1Cl	18	i	i	i	i	i	i	1.3	i	-3	i
COc1ccc(-n2ccc(=O)c(C(=O)O)n2)cc1	2	i	i	i	i	i	i	-0.2	i	-3	i
O=C(c1cc(N2CCCCC2)nc2ccccc12)N1CCOCC1	3	i	i	i	i	i	i	0.2	i	2	i
O=C(NC(=S)Nc1ccccc1Cl)c1cncc(Br)c1	5	i	i	i	i	i	i	-0.7	i	-4	i
COc1ccc(/C=N\N=C2/SC(CC(=O)O)C(=O)N2c2ccc(O)cc2)cc1 (centres undefined)	-4	i	i	i	i	i	i	-0.2	i	14	i
CCC1(c2ccccc2)NC(=O)N(CC(=O)Nc2cc(S(=O)(=O)N3CCCCC3)ccc2OC(C)C)C1=O (centres undefined)	6	i	i	i	i	i	i	0.6	i	5	i
CC(C)C(=O)n1nc(-c2cccnc2)nc1NCc1ccc(F)cc1	-2	i	i	i	i	i	i	-0.4	i	-19	i
Cc1ccc(S(=O)(=O)NCc2ccccc2C)cc1	3	i	i	i	i	i	i	-11	i	-15	i
Cc1ccc(S(=O)(=O)N2CCN(C(=O)CSc3nc4ccccc4c(=O)[nH]3)CC2)cc1	1	i	i	i	i	i	i	-0.1	i	1	i
CCCn1c(=O)c2ccccc2n2c(SCCOc3ccccc3F)nnc12	1	i	i	i	i	i	i	0.5	i	-2	i
More results:
SMILES	SKKanGAS inh	MrgX1 agonist	MrgX1 antagonist	TRPC6 inh	RGS4 block	TRPC6 act	TRPC4 block	HIF activator	RGS4 pot	Platelet DG rel	MrgX1 allo act
C=CCN1C(=O)c2ccc(C(=O)N3CCN(S(=O)(=O)c4cc(C)ccc4C)CC3)cc2C1=O	-9	i	i	i	i	i	i	-0.2	i	-25	i
Nn1c(-c2ccccc2)nc2cc(Cl)ccc2c1=O	-2	i	i	i	i	i	i	1.0	i	1	i
CCCCN(C)S(=O)(=O)c1ccc(C(=O)Nc2nnc(-c3ccco3)o2)cc1	42	i	i	i	i	i	i	-0.4	i	-4	i
CCOC(=O)c1ccc(NC(=O)C2(c3ccc(OC)cc3)CCCC2)cc1	16	i	i	i	i	i	i	-0.3	i	1	i
CC(C)(C)C(=O)COC(=O)c1c2c(nc3ccccc13)CCC2	1	i	i	i	i	i	i	0.1	i	-6	i
Cc1nn(C(=O)c2cccnc2)c(C)c1Sc1ccc(Br)cc1	63*	i	i	i	i	i	i	-0.2	i	-4	i
CC(=O)Nc1cc(C(=O)N2CCCC2)ccc1Sc1ccc(C)cc1	-3	i	i	i	i	i	i	0.8	i	-6	i
COc1cccc(Cn2cc(C)cc(NC(=O)NCc3ccccc3)c2=O)c1	-4	i	i	i	i	i	i	-1.9	i	7	i
O=C(NCc1cccnc1)Nc1cc(Cl)cc(Cl)c1	54*	i	i	i	i	i	i	-0.1	i	28	i
CC(=O)Nc1sc2c(c1C(c1ccncc1)N1CCOCC1)CCCC2 (centres undefined)	1	i	i	i	i	i	i	-1.6	i	0	i
O=C(CCC(=O)Nc1ccc(F)cc1)N/N=C/c1ccc(Br)cc1	4	i	i	i	i	i	i	0.5	i	6	i
O=C(c1cccc([N+](=O)[O-])c1)c1ccc2[nH]c(=O)[nH]c2c1	3	i	i	i	i	i	i	-1.9	i	0	i
O=C(Nc1sc2c(c1C(=O)N1CCOCC1)CCCCC2)c1cccnc1	4	i	i	i	i	i	i	0.6	i	-3	i
Cc1ccc2[nH]c(=O)c(CN(CCc3ccccc3)C(=O)N3CCOCC3)cc2c1	1	i	i	i	i	i	i	-0.7	i	-6	i
CCC(C)(C)NC(=O)CN(Cc1cccs1)C(=O)CCC(=O)Nc1nccs1	2	i	i	i	i	i	i	nt	i	-2	i
N#Cc1cccc(NC(=O)CN2C(=O)NC(Cc3ccccc3)C2=O)c1 (centres undefined)	-2	i	i	i	i	i	i	0.0	i	-1	i
Clc1ccc(CSc2nnc(-c3ccc4c(c3)OCO4)o2)cc1	17	i	i	i	i	i	i	0.4	i	4	i
c1n[nH]c(NC2=NCCC2)n1	-3	i	i	i	i	i	i	0.4	i	-5	i
COC(=O)Cc1c(C)c2ccc(OCC(=O)N(C)C)cc2oc1=O	0	i	i	i	i	i	i	0.5	i	0	i
CC(=O)Nc1ccc(N=c2cc([N+](=O)[O-])cc(Cl)n2O)cc1	8	i	i	i	i	i	i	-1.2	i	-3	i
CCOC(=O)N1CCN(c2c(NCCc3ccc(C)cc3)c(=O)c2=O)CC1	-4	i	i	i	i	i	i	0.0	i	12	i
Cc1cc(SCC(=O)OCC(=O)NCc2ccc3c(c2)OCO3)c(C)cc1Br	-3	i	i	i	i	i	i	0.0	i	1	i
Cn1cc(C(=O)NCc2ccccc2F)cn1	-2	i	i	i	i	i	i	0.1	i	4	i
CCOc1cccc(CN2CCN(c3cccc(C(F)(F)F)c3)CC2)c1O	8	i	i	i	i	i	i	-0.5	i	1	i
O=C(CN(C(=O)CNC(=O)c1ccco1)c1ccc(F)cc1)NC1CCCC1	-5	i	i	i	i	i	i	-0.5	i	-19	i
The results go on:
SMILES	SKKanGAS inh	MrgX1 agonist	MrgX1 antagonist	TRPC6 inh	RGS4 block	TRPC6 act	TRPC4 block	HIF activator	RGS4 pot	Platelet DG rel	MrgX1 allo act
NS(=O)(=O)c1ccc(CCNC(=O)Nc2ccc(Cl)c(Cl)c2)cc1	12	i	i	i	i	i	i	-0.3	i	-2	i
Cc1ccc2cc3c(nc2c1)OCC3	1	i	i	i	i	i	i	0.2	i	1	i
CCOC(=O)c1sc2ncn(CC(=O)N(CC)CC)c(=O)c2c1C	7	i	i	i	i	i	i	-0.1	i	-1	i
CN1CCN(c2ccc([N+](=O)[O-])cc2C(=O)N2CCCCC2)CC1	7	i	i	i	i	i	i	0.6	i	-9	i
c1ccc(Cn2ncc3c(Nc4ccccc4)ncnc32)cc1	-13	i	i	i	i	i	i	-0.1	i	-11	i
Fc1ccc(-c2cc(C(F)(F)F)nc(NCc3cccs3)n2)cc1	15	i	i	i	i	i	i	nt	i	3	i
O=C(NCC(c1cccs1)N1CCOCC1)c1ccc(Cl)cc1 (centres undefined)	17	i	i	i	i	i	i	-0.2	i	4	i
CN(C(=O)CSc1nc(O)cc(=O)n1C1CCCC1)c1ccccc1	30	i	i	i	i	i	i	0.2	i	-4	i
Nc1ccc2nc(CN3CCOCC3)[nH]c2c1	2	i	i	i	i	i	i	-0.6	i	-39	i
O=C(Nc1cccnc1)c1cc(-c2ccccc2)on1	-12	i	i	i	i	i	i	-0.7	i	-5	i

Another view of 4 compounds above.
Structure,SKKanGAS inh,MrgX1 agonist,MrgX1 antagonist,TRPC6 inh,RGS4 block,TRPC6 act,TRPC4 block,HIF activator,RGS4 pot,Platelet DG rel,MrgX1 allo act
Cc1ccc2cc3c(nc2c1)OCC3,1,i,i,i,i,i,i,0.2,i,1,i
CCOC(=O)c1sc2ncn(CC(=O)N(CC)CC)c(=O)c2c1C,7,i,i,i,i,i,i,-0.1,i,-1,i
CN1CCN(c2ccc([N+](=O)[O-])cc2C(=O)N2CCCCC2)CC1,7,i,i,i,i,i,i,0.6,i,-9,i
c1ccc(Cn2ncc3c(Nc4ccccc4)ncnc32)cc1,-13,i,i,i,i,i,i,-0.1,i,-11,i
